Screening results deposited in PubChem by several laboratories.
SARS 3CLpro inh: SARS-CoV 3CLpro protease inhibitors, primary screen, biochemical, quenched FRET | Replicase polyprotein 1ab (Severe acute respiratory syndrome coronavirus), P0C6X7 | recombinant SARS-CoV 3CLpro, quenched FRET peptide cleavage | inhibition, % at 6 µM | 0.14% of 290,000 active | AID 1706, 2009; in the data active = inhibition above about 12%
Anthrax LF prot: Bacillus anthracis LF protease inhibitors, primary screen, biochemical, multiplex microsphere, MLPCN library; multiplex microsphere protease cleavage assay; 0.12% of 360,000 active; inhibition, % at 10 µM; also: plate controls were buffer without enzyme for full effect and enzyme alone for no effect
MazEF act: activators of E. coli MazEF toxin-antitoxin RNase, primary screen, biochemical, fluorescence, uHTS. activation, % at 20 µM. FAM/BHQ RNA-DNA oligo cleavage fluorescence, 5 h. 0.32% of 350,000 active; in the data active = activation above about 50%
Target sequence (P0AE70 whole entry, looked up): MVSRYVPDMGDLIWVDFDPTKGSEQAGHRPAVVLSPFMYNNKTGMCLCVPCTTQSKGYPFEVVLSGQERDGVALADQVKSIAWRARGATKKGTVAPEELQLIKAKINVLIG
Rv3671c protease: Rv3671c serine protease inhibitors, primary screen, biochemical, fluorescence polarization, M. tuberculosis H37Rv | P9WHR9 | inhibition, % at 5.96 µM | 0.048% of 320,000 active | AID 2606, 2010; in the data active = inhibition above about 38%;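 also: extracellular domain of Rv3671c used as enzyme; 0% = enzyme with DMSO and 100% = no enzyme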
Target sequence (P9WHR9 whole entry, looked up, the tested form may be a part): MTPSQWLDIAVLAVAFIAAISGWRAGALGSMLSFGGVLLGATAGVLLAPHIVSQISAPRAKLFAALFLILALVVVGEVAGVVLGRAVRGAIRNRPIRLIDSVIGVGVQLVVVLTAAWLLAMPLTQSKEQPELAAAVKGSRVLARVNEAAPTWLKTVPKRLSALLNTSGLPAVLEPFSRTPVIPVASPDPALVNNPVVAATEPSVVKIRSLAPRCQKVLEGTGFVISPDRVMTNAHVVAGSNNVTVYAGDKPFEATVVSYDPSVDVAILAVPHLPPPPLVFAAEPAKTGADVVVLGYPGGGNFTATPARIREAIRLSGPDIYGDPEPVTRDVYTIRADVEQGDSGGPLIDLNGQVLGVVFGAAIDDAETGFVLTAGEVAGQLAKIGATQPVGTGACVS
PriA SSB inh: inhibitors of Klebsiella pneumoniae PriA binding to SSB C-terminal tail, primary screen, biochemical, AlphaScreen; PriA–SSB C-terminal tail interaction (Klebsiella pneumoniae); AlphaScreen SSBct-PriA binding, biotinylated peptide; inhibition, % at 33 µM; 0.6% of 430,000 active; AID 1272365, 2023; in the data active = inhibition mostly above about 37%, no sharp cut-off; inactive = mostly below about 20%;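 also: plate controls were negative control peptide for no effect and reference peptide for full effect; strong numbers were not always called active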
BoNT A protease: BoNT/A light chain protease inhibitors, primary screen, biochemical, flow cytometry, MLPCN library. 0.17% of 360,000 active. AID 588499, 2011. inhibition, % at 10 µM. multiplex microsphere protease substrate cleavage. Botulinum neurotoxin type A light chain protease (Clostridium botulinum A str. ATCC 3502); also: plate controls were buffer without enzyme for full effect and enzyme alone for no effect
BoNT-F LC inh: BoNT/F light chain protease inhibitors, primary screen, biochemical, flow cytometry, MLPCN library; Botulinum neurotoxin type F light chain protease (Clostridium botulinum); Multiplex microsphere protease cleavage assay; inhibition, % at 10 µM; 0.22% of 360,000 active; AID 588497, 2011; in the data active = inhibition above about 35%, passing the limit was not always enough; inconclusive = no clear call, values can overlap the other calls; also: plate controls were buffer without enzyme for full effect and enzyme alone for no effect
DUSP3 inh: VHR1 phosphatase inhibitors, primary screen, biochemical, absorbance, uHTS; inhibition, % at 13.3 µM; AID 1654, 2009; recombinant VHR phosphatase, pNPP absorbance; 0.52% of 290,000 active; in the data active = inhibition above about 50%; also: some compounds called inactive have numbers as strong as hits
Target sequence (P51452 whole entry, looked up): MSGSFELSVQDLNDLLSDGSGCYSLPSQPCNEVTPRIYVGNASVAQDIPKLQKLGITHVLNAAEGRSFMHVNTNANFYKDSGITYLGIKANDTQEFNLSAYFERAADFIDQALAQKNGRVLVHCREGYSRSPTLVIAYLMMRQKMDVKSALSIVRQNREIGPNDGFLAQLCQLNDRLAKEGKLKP
PrPC TRFRET: inhibitors of human cell surface prion protein PrPC, primary screen, cell-based, TR-FRET; TR-FRET read-out; inhibition, % at 13.8 µM; 0.43% of 370,000 active; in the data active = inhibition above about 24%; also: 0% = median of the test wells and 100% = reference compound wells
CCHFV vOTU inh: CCHFV vOTU protease inhibitors, primary screen, biochemical, Pep-AMC substrate, fluorescence; Crimean-Congo hemorrhagic fever virus L polyprotein viral ovarian tumor (vOTU) protease …; inhibition, % at 11.5 µM; 0.55% of 370,000 active; in the data active = inhibition above about 30%; also: 0% = vehicle wells with enzyme and 100% = no enzyme wells
* hit, by the source's call; i = inactive; u = inconclusive; x = no result given. Rule as the data show it, unless noted: active = inhibition above about 30%; inconclusive = no clear call, values can overlap the other calls; inactive = below that. This is a subset; count on the stated rates, not on these rows.

Preview (13 entries):
SMILES	SARS 3CLpro inh	Anthrax LF prot	MazEF act	Rv3671c protease	PriA SSB inh	BoNT A protease	BoNT-F LC inh	DUSP3 inh	PrPC TRFRET	CCHFV vOTU inh
O=S1(=O)N=C2CCCCCN2C(c2ccc(Br)cc2)N1 (centres undefined)	0	-6	-8	-4	-1	-0.4	-1	-15	0	-4
COCCN(C(=O)CCC(=O)Nc1nccs1)C(C(=O)NCCC(C)C)c1ccc(OC)cc1 (centres undefined)	-2	-2	9	1	3	-1.0	8	72	2	-7
O=C(NCCCc1ccccc1)c1ccc(Br)o1	0	-8	-9	-7	-3	-0.4	-13	-17	10	8
Cc1cc(C)n(C/C=C/Cn2nc(C)cc2C)n1	-2	0	-1	4	-29	u	-2	16	-5	-8
O=C(COc1ccc(-c2nnco2)cc1)Nc1c(Cl)cccc1C(F)(F)F	x	0	3	-1	-11	0.1	2	x	0	-11
COc1ccc(-c2cnc3c(-c4ccc(F)cc4)cnn3c2N)cc1	-7	0	-7	0	-5	-1.2	3	34	8	-8
Cc1cc(NC2CCCCC2)nc2ccccc12	-4	0	-12	7	-16	-0.2	2	2	26*	11
CCOC(=O)c1c(NC(=S)Nc2ccccc2)sc2c1CC(C)(C)SC2	5	5	-3	-11	6	8.0	4	-21	5	10
CC(C)c1ccc(C(=O)COC(=O)C(O)c2ccccc2)cc1 (centres undefined)	x	-6	5	2	-15	-0.3	7	x	-1	4
CCOC(=O)c1nc(N)c(C(=O)OCC)[nH]1	-1	-2	4	3	-31	-0.2	-4	-10	2	-26
CC(=O)Oc1ccc2c(=O)c(Oc3ccccc3[N+](=O)[O-])coc2c1	4	0	-5	3	-14	-1.1	2	4	-4	15
Cc1ccc(-n2c3c(c(O)c(-c4ccccc4)c2=O)C(=O)CC(C)(C)C3)cc1	2	2	-3	3	-1	0.7	9	-26	4	5
Cc1ccc(S(=O)(=O)N(C)CCCC(=O)Nc2ccc(C)cc2C)cc1	8	3	-2	-2	0	-0.3	2	-10	5	-11

Results, from the start:
SMILES	SARS 3CLpro inh	Anthrax LF prot	MazEF act	Rv3671c protease	PriA SSB inh	BoNT A protease	BoNT-F LC inh	DUSP3 inh	PrPC TRFRET	CCHFV vOTU inh
O=S1(=O)N=C2CCCCCN2C(c2ccc(Br)cc2)N1 (centres undefined)	0	-6	-8	-4	-1	-0.4	-1	-15	0	-4
COCCN(C(=O)CCC(=O)Nc1nccs1)C(C(=O)NCCC(C)C)c1ccc(OC)cc1 (centres undefined)	-2	-2	9	1	3	-1.0	8	72	2	-7
O=C(NCCCc1ccccc1)c1ccc(Br)o1	0	-8	-9	-7	-3	-0.4	-13	-17	10	8
Cc1cc(C)n(C/C=C/Cn2nc(C)cc2C)n1	-2	0	-1	4	-29	u	-2	16	-5	-8
O=C(COc1ccc(-c2nnco2)cc1)Nc1c(Cl)cccc1C(F)(F)F	x	0	3	-1	-11	0.1	2	x	0	-11
COc1ccc(-c2cnc3c(-c4ccc(F)cc4)cnn3c2N)cc1	-7	0	-7	0	-5	-1.2	3	34	8	-8
Cc1cc(NC2CCCCC2)nc2ccccc12	-4	0	-12	7	-16	-0.2	2	2	26*	11
CCOC(=O)c1c(NC(=S)Nc2ccccc2)sc2c1CC(C)(C)SC2	5	5	-3	-11	6	8.0	4	-21	5	10
CC(C)c1ccc(C(=O)COC(=O)C(O)c2ccccc2)cc1 (centres undefined)	x	-6	5	2	-15	-0.3	7	x	-1	4
CCOC(=O)c1nc(N)c(C(=O)OCC)[nH]1	-1	-2	4	3	-31	-0.2	-4	-10	2	-26
CC(=O)Oc1ccc2c(=O)c(Oc3ccccc3[N+](=O)[O-])coc2c1	4	0	-5	3	-14	-1.1	2	4	-4	15
Cc1ccc(-n2c3c(c(O)c(-c4ccccc4)c2=O)C(=O)CC(C)(C)C3)cc1	2	2	-3	3	-1	0.7	9	-26	4	5
Cc1ccc(S(=O)(=O)N(C)CCCC(=O)Nc2ccc(C)cc2C)cc1	8	3	-2	-2	0	-0.3	2	-10	5	-11
CCOC(=O)N1CCN(CC(=O)Nc2cc3c(cc2C(C)=O)OCO3)CC1	3	-1	7	0	-9	0.4	-2	15	-8	-1
O=C(NCc1ccc2c(c1)OCO2)c1ccc(=O)[nH]c1	-4	-2	0	0	-10	0.2	-4	6	-1	0
O=C(O)Cn1nc(-c2ccccc2)c2ccccc2c1=O	3	2	6	0	-4	1.0	3	-1	-4	0
Cc1ccc(NC(=O)Cc2nc(COC(=O)C(C)NS(=O)(=O)c3ccc(C)cc3)cs2)cc1 (centres undefined)	x	2	-10	-11	-5	3.3	3	x	1	23
O=C(CSc1nnc(-c2ccco2)n1-c1ccccc1)N1CCOCC1	6	1	-3	-6	-12	-0.3	3	-4	0	18
CCNC(=S)N=Nc1c(O)[nH]c2ccc([N+](=O)[O-])cc12	-1	6	14	9	-2	-0.7	-7	23	-11	-6
Cc1ccc(/C=N/NC(=O)c2nn(C)cc2Cl)cc1	2	-1	10	4	x	-1.5	-26	-11	-5	3
CCCCCC(=O)Nc1ccc(C(=O)N/N=C/c2ccc([N+](=O)[O-])cc2)cc1	1	-4	2	-15	x	-0.8	6	34	1	6
CN(C)c1ccc(NC(=S)Nc2ccc3c(c2)c(=O)n(C)n3-c2ccc(C(C)(C)C)cc2)cc1	x	-14	x	x	x	0.2	-9	x	-3	26
CC1CCN(CCC(=O)Nc2ccc(F)c(F)c2)CC1	-1	9	12	4	-14	-1.6	u	-5	-5	-14
Cc1cc(C)n(CC(O)CN(c2ccccc2)S(=O)(=O)c2ccc3ccccc3c2)n1 (centres undefined)	-5	0	-8	-11	-1	0.2	0	5	-4	3
COc1cccc(N(CC(=O)N/N=C(\C)c2cccs2)S(C)(=O)=O)c1	0	-2	-4	0	x	-0.2	0	3	1	3
O=S(=O)(c1ccc2ccccc2c1)N1CCN(C(=S)Nc2ccc(F)cc2)CC1	2	0	6	-11	7	0.3	-3	6	2	-16
C[C@H](CO)N1C[C@H](C)[C@@H](CN(C)S(=O)(=O)c2cccs2)Oc2c(NS(=O)(=O)c3cn(C)cn3)cccc2C1=O	x	-5	3	2	-17	0.0	-2	x	0	0
Cc1ccc(C)n1-c1ccc(-c2ccnc(N)n2)cc1	-2	-3	-1	x	-1	0.2	-5	30	-3	8
C=CCON/C(CCC)=C1\C(=O)C(C(=O)OC)C(C)(C)CC1=NC (centres undefined)	3	1	5	3	x	0.4	3	-8	5	17
COc1ccc(C(=O)N2CC(=O)Nc3ccc(F)cc3C2c2ccccc2)cc1 (centres undefined)	-2	-23	-1	x	0	-2.5	-5	16	8	-7
O=C(c1ccccc1)N1CCN(CC(O)COCC2CC=CCC2)CC1 (centres undefined)	6	-3	5	8	-20	-0.6	-2	5	-1	-5
Cc1cc(C(=O)NCc2ccccc2Br)no1	0	-1	-2	-3	-26	u	-3	-8	5	-3
COc1ccccc1NC(=O)CSc1nnnn1Cc1ccccc1	-4	-4	1	4	5	-0.5	-3	7	6	14
N#CC1=C(N)S[C@@H](C(=O)c2ccc(F)cc2)[C@@H]1c1cccs1	0	1	6	-7	17	-0.6	4	4	3	-1
CC(C)C[C@H]1CNC(=S)N1CC1CCN(CC2CCC(C(C)(C)C)CC2)CC1 (some centres undefined)	x	1	-9	x	2	0.1	1	x	-6	12
CCn1c(CNC(=O)c2ccc(Cl)cc2)nnc1SCC(=O)N1CCOCC1	2	-5	-4	5	-9	-2.1	6	-11	3	4
CCCS(=O)(=O)NCc1cn2c(C)csc2n1	1	3	2	2	-7	0.4	-8	26	-2	8
O=C(OC(C(=O)Nc1ccc(Cl)cc1C(F)(F)F)c1ccccc1)C1=COCCO1 (centres undefined)	4	-1	2	9	-6	0.2	2	33	3	-5
CSc1ccc(C2Nc3cccc4cccc(c34)N2)cc1	2	-12	19	-7	-7	0.0	-6	14	0	-9
CCc1nnc(NC(=O)CSc2nnc(COc3ccccc3)n2Cc2ccccc2)s1	2	-24	3	1	-1	-0.1	-5	6	1	1
CCCCC1CCC(C(=O)Nc2ccc(N3CCOCC3)cc2N2CCOCC2)CC1 (centres undefined)	x	1	13	6	5	-1.0	2	x	2	1
Cn1c(Sc2ccccc2Cl)c(C=O)c2ccccc21	1	-1	-2	-5	3	-0.4	5	1	11	8
CC(C)c1ccc(C2NCc3ccccc3-n3cccc32)cc1 (centres undefined)	2	-15	9	x	17	-3.9	1	20	1	-10
Cc1ccc(/C=N/NC(=O)c2nnn(-c3nonc3N)c2-c2cccs2)cc1	-4	0	4	-8	x	-1.5	-6	20	2	-5
O=C1C2C3CCC(C3)C2C(=O)N1Cc1ccccc1 (centres undefined)	4	-2	-4	0	-14	-1.4	-9	0	4	-2
COc1ccccc1C(=O)O/N=C(\N)c1ccccc1Cl	6	0	-1	10	i	-0.4	-1	11	-1	2
Cn1nnc(NC(=O)c2ccco2)n1	2	0	0	-2	-13	11	20	21	-3	-5
COc1ccccc1Nc1nc(N)nc(CSC(=S)N2CC(C)CC(C)C2)n1 (centres undefined)	3	-1	3	-21	-3	0.1	-2	-6	6	21
O=C(CSc1nc2c(c(=O)n1-c1ccc(Cl)cc1)SCC2)Nc1ccc2c(c1)OCCO2	-3	1	-5	-5	-11	0.4	-2	-13	4	7
O=[N+]([O-])c1ccc(O)c(-c2nn[nH]n2)c1	-2	-1	3	8	32	-0.7	-4	-13	-3	-2
COCc1cc(C)nc(SCC(=O)Nc2ccccc2N2CCOCC2)c1C#N	-2	-4	8	4	-21	-2.4	-8	-9	-8	19
Cc1ccc(Cn2ccc(NC(=O)c3c(-c4ccccc4Cl)noc3C)n2)cc1	2	x	-2	-5	6	x	x	9	4	21
CCCCCCSc1ccc(-c2nc3ccc(Cl)cn3c2NC2CCCCC2)cc1	x	-4	-9	-11	-19	-0.1	-1	x	1	4
Cc1cc(NC(=O)CSc2nc3ccccc3[nH]2)no1	0	-4	3	10	-5	-0.8	-37	-8	-5	7
CSc1ccc(Cn2c(C)c(C(=O)NCc3ccc(F)cc3)sc2=O)cc1	x	-1	x	x	x	-1.1	7	x	-3	0
O=c1c2c(-c3ccccc3)csc2nc2c3ccccc3c(NCCN3CCOCC3)nn12	-4	5	-21	x	-27	32*	2	22	-10	-36
